# HTT aggregate: reduces HttQ103-GFP aggregates in PC12 cells; PC12 HttQ103-GFP aggregates, Acumen cytometry, 40 h; Potency, µM (doses to about 46.1 µM), for the others: at the top dose activity change, negative = inhibition, hits mostly inhibitors; hit rate 1.1% among 220,000; further: on the % scale 0 is the no-effect control and ±100 the full control effect; nearly all actives have a fitted effect of over 60% in size
#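 Aggregates are detected as GFP objects 1–25 µm with signal 6 STDEV over background in lysates of induced PC12 cells. These carry Huntingtin exon 1 with 103 glutamines fused to GFP under an ecdysone promoter; compounds titrated.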
# Tau fluor cs: counter-screen for tau fibril formation inhibitors; tau K18 P301L Alexa594 fluorescence, heparin fibrillization; Potency, µM (top dose mostly 57.7 µM), inactives show at the top dose activity change, negative = decrease; hit rate 0.93% among 280,000; AID 1463; further: on the % scale 0 is the no-effect control and ±100 the full control effect; nearly all actives have a fitted effect of over 55% in size
#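 Human tau K18 P301L (15 uM unlabeled, 0.24 uM Alexa 594-labeled) in 100 mM sodium acetate pH 7 with 20 uM heparin, 6 hr at 37 C. ThT 30 uM added, 1 hr ambient; Alexa 594 FP and total fluorescence read at 555/632 nm.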
# KDM4E inh: blocks human JMJD2E demethylase activity. AID 2147. B2RXH2. Potency, µM (series often up to 57.1 µM), for the others: at the top dose activity change, negative = inhibition, most hits filed as inhibitors. hit rate 1.6% among 230,000. JMJD2E catalytic domain, FDH-coupled NADH fluorescence (FDH is formaldehyde dehydrogenase); active means well fitted inhibition curve with a large enough effect, not every such curve was filed as active; inconclusive means small, poorly fitted or top-dose-only effect, or another doubt; inactive means no such curve, though single readings can be large or run the other way;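 further: 0% = wells with enzyme and -100% = buffer wells without enzyme; nearly all actives have a fitted effect of over 50% in size; many of its hits are not listed in these tables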
# Target sequence (B2RXH2 1-337 limits assumed): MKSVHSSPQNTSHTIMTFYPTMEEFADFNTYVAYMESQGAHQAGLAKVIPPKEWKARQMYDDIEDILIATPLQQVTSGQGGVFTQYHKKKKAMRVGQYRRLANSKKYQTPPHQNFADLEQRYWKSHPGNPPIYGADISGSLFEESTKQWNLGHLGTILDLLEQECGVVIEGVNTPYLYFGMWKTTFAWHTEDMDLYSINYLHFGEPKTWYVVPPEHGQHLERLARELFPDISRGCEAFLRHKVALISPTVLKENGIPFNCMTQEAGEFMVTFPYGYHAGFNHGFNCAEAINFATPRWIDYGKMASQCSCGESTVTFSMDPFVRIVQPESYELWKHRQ
# Tau fibril FP: blocks human tau fibril formation measured by polarization. P10636. K18 P301L tau heparin fibrillization, Alexa594 FP, 6 h. Potency, µM (top dose mostly 57.7 µM), without a hit: top-dose activity, negative = inhibition, usual class: inhibitors. hit rate 0.39% among 280,000; further: on the % scale 0 is the no-effect control and ±100 the full control effect; nearly all actives have a fitted effect of over 55% in size
# Target sequence (P10636 561-689 P618L limits assumed): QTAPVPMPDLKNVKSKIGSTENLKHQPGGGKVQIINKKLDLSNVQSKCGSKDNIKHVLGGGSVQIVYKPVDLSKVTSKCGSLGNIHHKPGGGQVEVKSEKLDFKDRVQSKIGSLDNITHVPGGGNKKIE
#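 Human K18 P301L fragment (15 uM unlabeled plus 0.24 uM Alexa 594-labeled) in 100 mM sodium acetate pH 7 with compound, aggregation induced by 20 uM heparin for 6 hr at 37 C. ThT (30 uM) added for 1 hr, then Alexa 594 FP read.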
# Tau fibril ThT: inhibitors of human tau fibril formation, thioflavin T binding | P10636 | recombinant tau K18 P301L (four-repeat tau fragment), heparin-induced fibrillization, ThT fluorescence | Potency, µM (top dose mostly 57.4 µM), for inactives: at the highest dose activity, negative = inhibition, actives largely listed as inhibitors | hit rate 2.1% among 270,000 | AID 1460; further: on the % scale 0 is the no-effect control and ±100 the full control effect; nearly all actives have a fitted effect of over 55% in size
#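 Heparin-induced (20 uM) aggregation of recombinant human K18 P301L tau, 15 uM unlabeled with 0.24 uM labeled, pH 7 acetate buffer, 6 hr at 37 C with compound. Fibrils quantified by 30 uM ThT fluorescence after 1 hr ambient incubation.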
# HTT cytoprotect: cytoprotection in Huntington HTT-Q103 PC12 cell model | PC12 HTT-Q103 induced, cytoprotection, ATP luminescence, 40 h | Potency, µM (doses to about 56.4 µM), for the others: cytoprotection (ATP increase), actives largely listed as activators | hit rate 0.14% among 230,000;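 further: % of control where 0% means no effect; nearly all actives have a fitted effect of over 45% in size; toxic huntingtin expression switched on by the ecdysone agonist tebufenozide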
#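 Cells were plated at 1500 per well in phenol red-free DMEM with 5% equine and 5% calf serum. Tebufenozide (100 nM final) and compounds were added, then ATPlite reagent, and luminescence was read.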
# SMN2 splice up: enhancers of SMN2 splice variant expression. HEK293 SMN2-luciferase splicing reporter, luminescence, 30-36 h. Potency, µM (doses to about 46.1 µM), for the others: at the top dose activity change, positive = activation, most hits filed as activators. hit rate 2.8% among 210,000; further: % of control where 0% means no effect; nearly all actives have a fitted effect of over 55% in size
#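 HEK293 cells carry an SMN2 minigene-luciferase reporter in which exon 7 inclusion puts luciferase in frame. Cells were seeded at 2000 cells/well, attached for 10-12 hours, then exposed to compounds for 30-36 hours at 37C before ONE-Glo luminescence.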
# ALDH1A1 block: inhibitors of human aldehyde dehydrogenase 1A1. P00352. Purified ALDH1A1, NADH fluorescence, propionaldehyde substrate. Potency, µM (doses to about 75.3 µM), without a hit: at the top dose activity, negative = inhibition, usual class: inhibitors. hit rate 7.3% among 220,000. AID 1030; active means well fitted inhibition curve with a large enough effect, not every such curve was filed as active; inconclusive means small, poorly fitted or top-dose-only effect, or another doubt; inactive means no such curve, though single readings can be large or run the other way;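 further: plate controls were no enzyme wells and a reference inhibitor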
# Target sequence (P00352 whole entry, looked up): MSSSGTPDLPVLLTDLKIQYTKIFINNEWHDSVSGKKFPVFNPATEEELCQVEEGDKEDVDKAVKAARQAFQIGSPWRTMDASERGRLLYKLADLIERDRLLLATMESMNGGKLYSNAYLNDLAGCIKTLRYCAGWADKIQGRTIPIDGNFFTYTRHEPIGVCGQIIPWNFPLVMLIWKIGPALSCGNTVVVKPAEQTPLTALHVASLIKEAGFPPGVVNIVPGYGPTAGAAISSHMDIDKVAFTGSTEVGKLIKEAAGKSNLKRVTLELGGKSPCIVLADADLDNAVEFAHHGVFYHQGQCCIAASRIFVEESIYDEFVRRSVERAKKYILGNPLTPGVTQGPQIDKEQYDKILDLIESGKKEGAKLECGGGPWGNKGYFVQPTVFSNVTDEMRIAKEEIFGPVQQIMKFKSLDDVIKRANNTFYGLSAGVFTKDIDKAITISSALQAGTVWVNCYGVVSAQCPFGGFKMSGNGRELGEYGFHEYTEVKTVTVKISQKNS
# Active calls of the source: *; ? = inconclusive; . = no result given; [ ] = dose if it differs, or a comment. Unless noted, the call rests on the fitted dose curve; in most records, active means well fitted curve in the direction sought with a large enough effect; inconclusive means small, poorly fitted or top-dose-only effect, or another doubt; inactive means no such curve, though single readings can be large; an effect the other way counts as inactive or inconclusive. Potency means the concentration at half of the fitted maximal effect. The list is partial; rates above refer to the full screens.
# Order of results – HTT aggregate, Tau fluor cs, KDM4E inh, Tau fibril FP, Tau fibril ThT, HTT cytoprotect, SMN2 splice up, ALDH1A1 block
Cc1ccc(S(=O)(=O)N(C)CC(=O)O/N=C(\N)c2cccc([N+](=O)[O-])c2)cc1
 : -34%, ?, 3%, 16%, -6%, 6%, 7%, ?
O=C(O)CCCNS(=O)(=O)Cc1ccccc1
 : -12%, 3%, -3%, 5%, -1%, 7%[10 µM], 13%, 2%
COc1ccc(CNc2ncncc2-c2ccc3c(c2)OCO3)c(OC)c1
 : ., -19%, ?, -2%, -21%, 3%, -1%, ?
COc1ccc(C(=O)NCc2c(CC(C)C)oc(C)c2C(=O)O)cc1
 : -13%, 7%, 2%, 10%, -1%, 6%[10 µM], 2%, 0%
COc1ccc(-c2noc(CSc3nnc(-c4ccccc4)n3-c3ccc(F)cc3)n2)c(OC)c1
 : ., -28%, ., 10%, ?, ., 28%, .
CC(=O)c1sc(-c2ccccc2)nc1C
 : -7%, -6%, 1%, -2%, -6%, -7%, -2%, 0%
CC(C)OC(=O)NC(C)(C)COC(=O)Nc1cccc(Cl)c1
 : 1%, ?, 2%, ?, 1%, -2%[10 µM], -11%, -2%
Fc1ccc(NC(=S)NN=C2CCCCCC2)cc1
 : -8%, -16%, -4%, 3%, -20%, 8%, -8%, ?
CN(C)C(=O)CCc1nc2sc3c(c2c(=O)[nH]1)CCCC3
 : 17%, -15%, 1%, -3%, -15%, 1%, -10%, -6%
NC(=O)c1cccnc1Nc1cccc(F)c1
 : 3%, -4%, -1%, -2%, -1%, ., 8%, 7%
CC(=O)N(CCCN1CCOCC1)Cc1ccncc1
 : 9%, -2%, -9%, 11%, -5%, 17%, -4%, 1%
CC(NS(=O)(=O)c1ccc(CCC(=O)NCc2cccnc2)cc1)c1ccccc1 (stereo unspecified)
 : 5%[9.22 µM], -6%, 3%, 0%, -4%, 12%, -9%, -1%
O=C(N/N=C/c1c[nH]c2ccccc12)C1CC1c1ccccc1 (stereo unspecified)
 : -11%, 14µM*[quencher], -8%, 4%, ?, 1%[10 µM], ., -11%
Nc1ccc(C2(c3ccc(N)cc3)C(=O)Nc3ccccc32)cc1
 : 9%, -2%, -6%, 1%, -3%, -21%, -13%, 4%
CCOC(=O)c1c(NC(NC(C)=O)C(Cl)(Cl)Cl)sc(C(C)=O)c1C (stereo unspecified)
 : ?, -7%, 3%, 8%, -3%, -46%, -12%, ?
Cc1ccc(S(=O)(=O)N2CCCCC2)cc1NC(=O)CSc1ccc2c(c1)OCCO2
 : 11%, -25%, -12%, 0%, -8%, 26%[10 µM], -24%, ?
COc1ccc(N=Cc2nc(-c3ccccc3)oc2OC(=O)c2ccccc2)cc1
 : -10%, -17%, 6%, ?, ?, -9%[10 µM], 119%, ?
O=C(N/N=C/c1ccccc1OC(F)F)c1cc(-c2ccncc2)nc2ccccc12
 : 0%, -25%, 1%, 1%, 7%, -97%[inhibitor], -18%, 4%
Nc1nc(SCC(=O)Nc2ccc(OCc3ccccc3)cc2)n[nH]1
 : 0%[9.22 µM], -26%, 1%, 2%, -16%, 10%[10 µM], ., .
COc1ccc(CCNC(=O)C(=O)N/N=C/c2cccs2)cc1OC
 : 11%[9.22 µM], -5%[2.34 µM], 1%, -8%[2.34 µM], -2%, -5%[10 µM], ., 8%

# Brought forward from above: 2 entries; new compounds follow.
# Order of results – HTT aggregate, Tau fluor cs, KDM4E inh, Tau fibril FP, Tau fibril ThT, HTT cytoprotect, SMN2 splice up, ALDH1A1 block
Nc1nc(SCC(=O)Nc2ccc(OCc3ccccc3)cc2)n[nH]1
 : 0%[9.22 µM], -26%, 1%, 2%, -16%, 10%[10 µM], ., .
COc1ccc(CCNC(=O)C(=O)N/N=C/c2cccs2)cc1OC
 : 11%[9.22 µM], -5%[2.34 µM], 1%, -8%[2.34 µM], -2%, -5%[10 µM], ., 8%
O=C(CSc1n[nH]c(-c2ccccc2O)n1)N1CCCc2ccccc21
 : ?, -25%, -28%, -7%, -9%, -39%[inhibitor][10 µM], 14%, 2%
COc1cccc(CNCCN2CCOCC2)c1OC
 : 19%, 0%, 0%, -2%, 6%, -8%, -7%, 0%
Cc1ccc2cc(C)c(N3CCC(C)CC3)nc2c1
 : 18%, 12%, -12%, 0%, 13%, -18%, ., 3%
O=C(O)CC(CC(=O)Nc1ccccc1C(=O)O)c1ccccc1 (stereo unspecified)
 : -23%[9.22 µM], 8%, ?, 6%, ., 9%[10 µM], ., .
CCOC(=O)c1[nH]c2ccccc2c1NC(=O)NC1CCCCC1
 : -12%, -20%, 7%, -4%, -2%, -2%, 2%, 4%
Cn1c(=O)c2ncn(CC(=O)Nc3cc(C(F)(F)F)ccc3N3CCOCC3)c2n(C)c1=O
 : 10%, -9%, 6%, -6%, -7%, -15%, 1%, 8%
O=C(CCC(=O)N1CCN(S(=O)(=O)c2ccccc2)CC1)c1cccs1
 : -16%, 4%, -2%, 9%, -3%, -7%[10 µM], 3%, ?
CCCCN1C(=O)NC(NC(=O)c2ccco2)(C(F)(F)F)C1=O (stereo unspecified)
 : -7%, -3%, ?, -10%, 3%, -8%, -2%, 0%
CC(C)NC(=S)N/N=C1\CCCCc2ccccc21
 : 23%, -14%, -2%, -13%, -8%, 9%[10 µM], -6%, ?
O=c1[nH]c(CSc2ncnc3sccc23)nc2ccccc12
 : -9%[9.22 µM], -4%, ?, 0%, -5%, 8%[10 µM], ., .
CC[C@@H](C)[C@@H](C(=O)N1CCN(C(=O)OC(C)(C)C)CC1)n1cc(CCCN=C(NC(=O)OC(C)(C)C)NC(=O)OC(C)(C)C)nn1
 : 16%[9.22 µM], 3%, -9%, -12%, -9%, -6%[10 µM], ., -4%
O=C(NC1CCCCC1NC(=O)c1ccco1)c1ccco1 (stereo unspecified)
 : -14%, 2%, -1%, -3%, -8%, -4%[10 µM], 4%, 17%
CCOC(=O)c1[nH]ncc1CN1CCCC(C(=O)c2ccc(OC)cc2C)C1 (stereo unspecified)
 : -2%[9.22 µM], -7%, -9%, -3%, -6%, 11%[10 µM], ., 6%
CCCCN(CCCC)S(=O)(=O)c1ccc2[nH]c(=O)[nH]c2c1
 : -3%, -4%, 5%, 3%, -5%, -11%, -40%[inhibitor], 0%
COc1cc(C(=O)O)c2ccccc2n1
 : 1%[9.22 µM], 10%, -12%, 8%, 6%, -6%[10 µM], ., 3%
CCOC(=O)c1cn(CC#N)c2cc(F)c(F)cc2c1=O
 : 16%, -5%, 9%, -2%, -3%, 6%, 5%, 2%
CC1(C)OC(=O)N(CC(=O)Nc2ccccc2)C1(C)O (stereo unspecified)
 : 19%, 10%, -5%, 5%, 9%, -43%, -8%, 0%
Cc1ccc(C(=O)NC(=S)Nc2cc(C(F)(F)F)ccc2Cl)cc1
 : 22%, -5%, -2%, -8%, 3%, -39%[inhibitor], 9%, ?
Cc1cccc(-n2c(C)cc(/C=N/NC(=O)c3cccc([N+](=O)[O-])c3C)c2C)c1
 : -10%, -8%, -10%, 4%, -10%, -2%, -17%, ?
CN(C(=O)CS(=O)(=O)c1cn(CC(=O)N2CCOCC2)c2ccccc12)c1ccccc1
 : -1%, -5%, -23%, -7%, -7%, 22%, -12%, -2%

# Quoted at random: 2 records from the list.
# Order of results – HTT aggregate, Tau fluor cs, KDM4E inh, Tau fibril FP, Tau fibril ThT, HTT cytoprotect, SMN2 splice up, ALDH1A1 block
Cc1ccc(C(=O)NC(=S)Nc2cc(C(F)(F)F)ccc2Cl)cc1
 : 22%, -5%, -2%, -8%, 3%, -39%[inhibitor], 9%, ?
O=C(NC1CCCCC1NC(=O)c1ccco1)c1ccco1 (stereo unspecified)
 : -14%, 2%, -1%, -3%, -8%, -4%[10 µM], 4%, 17%

# Next part
# Order of results – HTT aggregate, Tau fluor cs, KDM4E inh, Tau fibril FP, Tau fibril ThT, HTT cytoprotect, SMN2 splice up, ALDH1A1 block
O=[N+]([O-])c1ccccc1S(=O)(=O)N1CCCCC1
 : -6%, -2%, -2%, -5%, 2%, 28%[10 µM], -2%, ?
Cc1ccc(-c2nnc(Nc3ccc(F)cc3)c3ccccc23)cc1S(=O)(=O)N1CCN(C)CC1
 : ., ?, ., -1%, -13%, ., -3%, .
COc1cc(/C=C2\SC(=O)N(c3ccc(O)cc3)C2=O)cc(OC)c1OC
 : -13%[9.22 µM], -17%, ?, -8%, -14%, -8%[10 µM], ., .
CCOc1ccc(NC(=O)c2csc3c2CCCC3)cc1
 : -17%, -27%, -4%, -3%, ?, ., 11µM*, 13%
CCOc1cc(C(=O)CCC(=O)OCC(=O)N2c3ccccc3NC(=O)C2(C)C)ccc1O
 : 3%, -6%, 6%, 6%, -3%, 14%, 4%, 14µM*
Cc1c(NC(=O)CN2c3ccccc3CC2C)c(=O)n(-c2ccccc2)n1C (stereo unspecified)
 : 1%, 0%, -4%, 3%, -2%, 16%, 3%, 10%
Cc1cc(NC(=O)c2ccc(N3C(=O)C4C5C=CC(C5)C4C3=O)cc2)no1 (stereo unspecified)
 : -4%[9.22 µM], -4%, 6%, 4%, -7%, 18%[10 µM], ., ?
COC(=O)c1cn(NC(=O)c2ccccc2[N+](=O)[O-])c(=O)c2ccccc12
 : -24%, -1%, 1%, 9%, -4%, -23%, 6%, 4%
CCO[C@@H]1OC(C(=O)N2CCCCCCC2)=C[C@H](c2ccc(C(F)(F)F)cc2)[C@H]1CCCO
 : 10%[9.22 µM], 7%, 2%, 3%, -6%, 12%[10 µM], ., -5%
CCS(=O)(=O)c1nc(S(=O)(=O)c2ccc(C)cc2)c(NCc2ccccn2)s1
 : 7%, -18%, 5%, -10%, -9%, -11%, ., ?
CCOC(=O)c1c(NC(=O)c2cc(CC)on2)sc(C)c1C
 : ., -20%, ., -21%, ?, ., 10%, .
Cc1ccc2c(c1)cc1c(=O)n(CC(=O)N(C)c3ccccc3)nc(C)n12
 : ., -3%, ., 0%, -4%, ., 2%, .
CCSCc1nnc(SCC(=O)Nc2cccc(C(C)=O)c2)n1C
 : 11%, 8%, -42%, 3%, -1%, 5%, -3%, 6%
